Assay outcomes (PubChem BioAssay)
IL-1B inflam inh: qHTS for Inhibitors of Inflammasome Signaling: IL-1-beta AlphaLISA Primary Screen | 360,000 compounds, 4.7% hits | THP-1 LPS/ATP IL-1B secretion, AlphaLISA, 16 h; active compounds read low | activity change, % at 57.5 µM; in the data active = activity change below about -50%; inconclusive = mostly about -30% to -49%; also: % is scaled to controls: 0 for no effect and ±100 for the full control effect
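Secreted IL-1B measured by AlphaLISA bead assay after 16 h compound exposure of THP-1 cells; compounds (final up to 57.5 uM) added 1 h before LPS (250 ng/mL) and ATP (1.25 mM) stimulation; lower signal means less secretion.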
KB-V1 cytotox: qHTS assay for MDR1-selective chemotherapeutics: Primary screen using the drug-selected MDR subline cells KB-V1. Potency, µM (series often up to 46.1 µM), for the others: top-dose activity change, negative = cytotoxicity, hits mostly cytotoxic. 400,000 compounds, 3.4% hits. KB-V1 MDR cells viability, CellTiter-Glo, 72 h. AID 1347076, 2019; also: potency is read from the fitted curve at half-maximal effect; % is scaled to controls: 0 for no effect and ±100 for the full control effect; nearly all actives have a fitted effect of over 60% in size
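KB-V1 MDR subline cells in DMEM (phenol-red free, 10% FBS) exposed to compounds in qHTS concentration series for 72 h at 37 degrees C. Viability read by CellTiter-Glo luminescence; concentration-effect curves fitted after normalization and correction.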
KB-3-1 cytotox: qHTS assay for MDR1-selective chemotherapeutics: Primary screen using the parental adenocarcinoma cell KB-3-1 | KB-3-1 viability, CellTiter-Glo ATP luminescence, 72 h | Potency, µM (top dose mostly 46.1 µM), for inactives: at the top dose activity change, negative = cytotoxic, hits mostly cytotoxic | AID 1347075, 2019 | 400,000 compounds, 1.4% hits; also: potency is read from the fitted curve at half-maximal effect; % is scaled to controls: 0 for no effect and ±100 for the full control effect; nearly all actives have a fitted effect of over 60% in size
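Cytotoxicity measured as CellTiter-Glo luminescence after 72 h at 37 C. Compound titrations were pinned onto drug-naive KB-3-1 parental adenocarcinoma cells grown in DMEM with 10% FBS, and normalized data fitted to concentration-response curves.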
HEK293 tox: qHTS of GLP-1 Receptor Inverse Agonists: Cytotox Screen. HEK293 cAMP-luciferase reporter cells, luminescence, 24 h. Potency, µM (series often up to 38.3 µM), without a hit: at the top dose activity change, negative = inhibition, hits mostly inhibitors. 410,000 compounds, 0.13% hits. AID 624418, 2012;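 also: loss of luciferase light is scored as toxicity; potency is read from the fitted curve at half-maximal effect; % is scaled to controls: 0 for no effect and ±100 for the full control effect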
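Cells in DMEM/10% Nu serum/1% pen-strep, 1536-well format. Pre-incubated 12 h, dosed with 23 nL compound, incubated a further 24 h. Luciferase detection, 12 min at room temp, luminescence.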
HT1080 IDH1KD tx: qHTS for induction of synthetic lethality in tumor cells producing 2HG: qHTS for the HT-1080-IDH1KD cell line; HT-1080 IDH1 knockdown viability, ATP luminescence, 48 h; Potency, µM (highest dose often 46.1 µM), for inactives: at the top dose activity, negative = toxicity, actives largely listed as cytotoxic; 360,000 compounds, 2% hits; AID 686971, 2013;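 also: potency is read from the fitted curve at half-maximal effect; 0% = DMSO wells and -100% = cell-free medium wells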
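Luminescent ATP read-out (CellTiter-Glo, 10 min at room temperature) after 48 h compound exposure at 37 °C gave viability of IDH1-knockdown HT-1080 cells. Activity was normalised to DMSO and cell-free wells, then fitted as concentration-response curves.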
DRD3 agonist: qHTS of D3 Dopamine Receptor Agonist: qHTS; D3R DiscoveRx beta-arrestin cells, luminescence, 90 min; max activation, %; 410,000 compounds, 0.58% hits; in the data active = max activation above about 30%; also: 0% is about no effect; mostly tested at two doses, the higher about 12 µM
Target sequence (P35462 whole entry, looked up): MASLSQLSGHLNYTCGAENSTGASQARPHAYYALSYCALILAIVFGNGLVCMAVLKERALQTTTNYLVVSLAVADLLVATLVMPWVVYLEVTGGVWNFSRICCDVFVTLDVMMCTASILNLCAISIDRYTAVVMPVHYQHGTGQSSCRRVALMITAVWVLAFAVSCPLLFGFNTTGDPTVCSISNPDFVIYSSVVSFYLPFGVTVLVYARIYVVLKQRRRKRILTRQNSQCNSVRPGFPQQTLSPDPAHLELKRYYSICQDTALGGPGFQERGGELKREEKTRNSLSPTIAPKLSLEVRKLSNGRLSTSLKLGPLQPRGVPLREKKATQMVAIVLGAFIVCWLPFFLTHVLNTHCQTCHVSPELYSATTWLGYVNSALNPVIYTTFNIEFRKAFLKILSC
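Agonist mode: compounds and dopamine controls were applied to plated cells for 90 min at 37 degrees C after an overnight attachment at 1500 cells/well. Luminescent read-out followed 30 - 60 minutes at room temperature with DiscoveRx detection reagent.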
HT1080-NT tox: qHTS for induction of synthetic lethality in tumor cells producing 2HG: qHTS for the HT-1080-NT fibrosarcoma cell line; HT-1080-NT fibrosarcoma viability, CellTiter-Glo ATP luminescence, 48 h; Potency, µM (doses to about 46.1 µM), for the others: top-dose activity, negative = less viability, actives largely listed as cytotoxic; 360,000 compounds, 1.6% hits;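 also: NT is the 2HG producing partner of a matched IDH1 knockdown line; potency is read from the fitted curve at half-maximal effect; 0% = DMSO-treated cells and -100% = media-only wells without cells; nearly all actives have a fitted effect of over 55% in size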
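Read-out is CellTiter-Glo luminescence after 10 minutes at room temperature, following 48 hours' compound treatment of HT-1080-NT cells (750 cells/well, RPMI, 5% FBS, 37 degrees C).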
MCF10A rereplic: A quantitative high throughput screen for small molecules that induce DNA re-replication in MCF 10a normal breast cells | AID 624296, 2012 | MCF 10A DNA re-replication, Hoechst nuclear intensity, 48 h | Potency, µM (highest dose often 46.1 µM), for inactives: at the top dose activity, positive = re-replication, usual class: activators | 350,000 compounds, 2.9% hits; also: potency is read from the fitted curve at half-maximal effect; % of control where 0% means no effect; nearly all actives have a fitted effect of over 50% in size
SW480 rereplic: A quantitative high throughput screen for small molecules that induce DNA re-replication in SW480 colon adenocarcinoma cells; Potency, µM (doses to about 46.1 µM), without a hit: at the highest dose re-replication activation, most hits filed as activators; 340,000 compounds, 1.8% hits; SW480 DNA re-replication, Hoechst DNA content imaging, 48 h; also: potency is read from the fitted curve at half-maximal effect; % of control where 0% means no effect; nearly all actives have a fitted effect of over 55% in size
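First, 250 cells per well were seeded. Next, compound or vehicle (23 nL) was pinned in, plates sat 48 hr at 37 C. Finally Hoechst was added for 40 min before fluorescence scanning.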
* marks the source's active call; other numbers are inactive results; ? = inconclusive; · = not tested or not shown; [ ] = remark or other dose. Unless noted, calls follow the shape of the dose curve; as a rule, active = well fitted curve in the direction sought with a large enough effect; inconclusive = small, poorly fitted or top-dose-only effect, or another doubt; inactive = no such curve, though single readings can be large; an effect the other way counts as inactive or inconclusive.

Sample of the layout:
Fields – IL-1B inflam inh	KB-V1 cytotox	KB-3-1 cytotox	HEK293 tox	HT1080 IDH1KD tx	DRD3 agonist	HT1080-NT tox	MCF10A rereplic	SW480 rereplic
1. CCC(C)c1ccc2oc(-c3ccc(NC(=O)c4cc5ccccc5o4)cc3)nc2c1 (stereo not drawn)
    ·	7%	-27%	7%	·	-2	·	·	·
2. CCC(CC)C(=O)N(C)c1c(C)nc2c(OCc3cccc(Cl)c3)cccn12
    19	0%	?	1%	-29%	-3	-18%	·	·

The whole of this part, previewed entries included:
Fields – IL-1B inflam inh	KB-V1 cytotox	KB-3-1 cytotox	HEK293 tox	HT1080 IDH1KD tx	DRD3 agonist	HT1080-NT tox	MCF10A rereplic	SW480 rereplic
1. CCC(C)c1ccc2oc(-c3ccc(NC(=O)c4cc5ccccc5o4)cc3)nc2c1 (stereo not drawn)
    ·	7%	-27%	7%	·	-2	·	·	·
2. CCC(CC)C(=O)N(C)c1c(C)nc2c(OCc3cccc(Cl)c3)cccn12
    19	0%	?	1%	-29%	-3	-18%	·	·
3. O=c1[nH]c2ccccc2c2oc(CCl)nc12
    -101*	?	-13%	0%	15µM*	-12	5.8µM*	21µM*	-5%
4. O=C1Nc2ccccc2/C1=N/c1sc2c(c1C(=O)NCCc1ccccc1)CCCC2
    -4	3%	4%	8%	-3%	-19	-5%	-1%	5%
5. CN(CC(=O)Nc1cccc(F)c1)C(=O)CNC(=O)Cc1cccc2ccccc12
    -2	-2%	11%	20%	-4%	-3	-14%	6%	18%
6. CCCCN(CC)C(=O)CCNS(=O)(=O)c1ccc2c(c1)c(=O)n(C)c(=O)n2C
    ·	-9%	10%	-20%	·	0	·	·	·
7. CCCCn1c(N)c(N(CC(C)C)C(=O)c2cc(-c3ccc(OC)c(OC)c3)nc3ccccc23)c(=O)[nH]c1=O
    -12	-1%	4%	-11%	-3%	-1	-2%	5%	-1%
8. COc1cc(OC)c(NC(=O)c2ccco2)cc1Cl
    51	-2%	-3%	-19%	-9%	0	0%[9.24 µM]	0%	1%
9. COc1ccc(NC(=O)c2cc(-c3ccncc3)nc3ccccc23)c(OC)c1
    -20	?	?	?	?	14	?	?	?
10. O=C(O)CSc1nc(-c2ccccc2)nc2c1oc1ccccc12
    46	1%	-2%	-10%	-12%	0	-21%	0%	-5%
11. C[C@H](CO)N1C[C@H](C)[C@@H](CN(C)C(=O)Nc2ccc(C(F)(F)F)cc2)Oc2ccc(NC(=O)Nc3ccc(C(F)(F)F)cc3)cc2C1=O
    ?	6%	?	-8%	?	2	?	-1%	10%
12. COc1cc(CNc2ncn[nH]2)ccc1OCc1ccccc1C
    23	4%	0%	1%	-5%	5	2%	-3%	-34%[1.84 µM]
13. O=c1c2ccccc2c(-c2ccccc2)nn1-c1ccc(Cl)c(Cl)c1
    -9	?	-9%	9%	9%	-6	15%	7%	5%
14. CC1(C(=O)NS(=O)(=O)Cc2cccc(Cl)c2)CCN1C(=O)CC1CCCC1 (stereo not drawn)
    33	4%	0%	-5%	10%	-10	25%	·	·
15. CCOC(=O)C1=C(C)C(c2ccccc2OC)NC(=O)N1 (stereo not drawn)
    -20	-10%	1%	40%[activator]	5%	-5	-6%	?	1%
16. COC(=O)c1ccc(OCC(=O)NC2CCCCCC2)cc1
    -4	-1%	-2%	-5%	24%	1	26%	11%	-3%
17. COCCn1c(C)c(C)c(S(=O)(=O)c2ccccc2)c1N
    3	-12%	14%	-10%	10%	2	3%	-8%	-6%
18. COc1ccccc1NC(=O)Cc1csc(N)n1
    0	7%	-5%	-3%	-4%	-9	-2%	1%	0%
19. Cc1ccccc1OCC(=O)NCCS(=O)(=O)N1CCN(c2ccc(F)cc2)CC1
    -9	?	-5%	11%	12%	9	0%	6%	0%
20. Clc1nc(Nc2ccccc2)nc(Nc2ccccc2)n1
    -100*	?	4%	-2%	-9%	-11	-1%	17%	-2%
21. Cc1ccc(NC(=O)c2ccc3c(=O)n4c(nc3c2)CCCCC4)cc1F
    ?	-27%	-16%	-7%	-25%	4	-19%	?	11%
22. CC(=O)N1c2ccc(S(=O)(=O)NCCC(=O)NCCc3ccc(C)cc3)cc2CC1C (stereo not drawn)
    40	0%	-13%	-1%	-27%	2	0%	1%	-1%
23. Cc1ccccc1NC(=O)Cn1nc(-c2ccc(F)cc2)c2cnc3ccccc3c21
    ·	7%	6%	-14%	·	1	·	·	·
24. Cc1ccc(NC(=O)c2ccc(S(=O)(=O)NCc3ccco3)cc2)cc1
    -10	9%	-28%	9%	-17%	-4	?	?	5%
25. COc1cccc(CNS(=O)(=O)c2ccc3c(c2)N(C(C)=O)CCO3)c1
    43	-11%	0%	-8%	3%	-10	2%	-1%	6%
26. Cc1cc(C)c(O)c(-c2cc(C(=O)Nc3c(C)n(C)n(-c4ccccc4)c3=O)[nH]n2)c1
    0	17%	15%	-8%	-2%	2	1%	3%	?
27. Cc1cc(C)nc(NC(=O)c2c(-c3ccccc3Cl)noc2C)c1
    0	7.3µM*	-18%	-7%	7%	6	3%	?	?
28. O=C(Nc1ccncc1)C1CC(=O)N(Cc2ccccc2)C1 (stereo not drawn)
    5	-14%	-3%	-1%	-4%	-1	-5%	1%	-2%
29. CC(=O)NCc1cn2c(C)csc2n1
    24	-3%	13%	3%	2%	3	1%	2%	-5%
30. c1ccc2c(c1)NCC1CCCN21 (stereo not drawn)
    15	-3%	-22%	-2%	-8%	1	-10%	?	?

Continued:
Fields – IL-1B inflam inh	KB-V1 cytotox	KB-3-1 cytotox	HEK293 tox	HT1080 IDH1KD tx	DRD3 agonist	HT1080-NT tox	MCF10A rereplic	SW480 rereplic
31. COc1ccc(OC)c(NC(=S)N2CCN(C(=O)C3CCCO3)CC2)c1 (stereo not drawn)
    6	14%	6%	0%	18%	2	21%	-3%	-16%
32. COc1cccc(NC(=O)C2CCN(S(C)(=O)=O)CC2)c1
    -3	-1%	17%	26%	10%	-5	6%	-14%	10%
33. CCOc1ccc(S(=O)(=O)N2CCCC(C(=O)N3CCOCC3)C2)cc1 (stereo not drawn)
    16	8%	3%	-1%	1%	11	9%	-18%	-10%
34. COc1cc(C(C)=O)ccc1Oc1cc(NN2CCCCC2)c([N+](=O)[O-])cc1[N+](=O)[O-]
    -16	-2%	0%	0%	-6%	-6	-6%	22%	-11%
35. Cc1cccc(NC(=O)CCC(=O)NCCO)c1
    9	-3%	10%	-7%	7%	0	4%	2%	-6%
36. COC(=O)c1ccc(NC(=O)C2C3CCC(C3)C2C(=O)O)cc1 (stereo not drawn)
    1	0%	0%	8%	3%	2	0%	-2%	-4%
37. CC(C)c1ccccc1NS(=O)(=O)N(C)C
    36	-24%	-4%	-5%	2%	-1	0%	-2%	4%
38. Clc1ccc2nc(C3CCN(Cc4nnnn4C4CCCCC4)CC3)[nH]c2c1
    -1	-24%	-18%	-6%	-18%	3	-10%	25%	17%
39. CCc1ccc(S(=O)(=O)Nc2ccccn2)cc1
    16	2%	2%	0%	8%	4	11%	5%	3%
40. Cc1cc(NC(=O)CSc2nc(=O)cc(N)n2-c2ccc(Cl)cc2)no1
    12	?	3%	0%	1%	18	-2%	-1%	-49%[inhibitor][1.84 µM]
41. COc1ccc(C2CC(=O)Oc3cc(O)ccc32)cc1 (stereo not drawn)
    10	0%	0%	-2%	10%	-1	7%	-5%	-9%
42. Cc1oc(C(=O)O)cc1COc1ccc2c3c(c(=O)oc2c1C)CCC3
    -9	23%	5%	7%	2%	-2	4%	-1%	-10%
43. Cc1cc(NC(=O)c2cc(-c3ccc(C)s3)nc3ccccc23)no1
    40	3%	3%	5%	-2%	5	7%	1%	-1%
44. O=C(CCS(=O)(=O)c1ccc2c(c1)NC(=O)CO2)NCCc1ccc(Cl)cc1
    66	0%	9%	-5%	5%	-11	11%	19%	-6%
45. COc1cc(C(=O)NCCC(=O)NCCCN2CCCCC2C)cc(OC)c1OC (stereo not drawn)
    -21	-4%	?	0%	-17%	-30	-5%	16%	2%
46. CC1(C)C2CC=C(/C=N/NC(=O)c3ccccc3O)C1C2 (stereo not drawn)
    10	-13%	-10%	?	-19%	-13	-20%	?	9%
47. CCOC(=O)Cc1c(C(=O)OCC)nnc2c(-c3ccccc3)c(C)nn12
    ·	-5%	-6%	0%	·	0	·	·	·
48. CCOC(=O)C1=C(COC(=O)CCS(=O)(=O)c2ccc(C)cc2)NC(=O)NC1C (stereo not drawn)
    -80*	1%	0%	6%	-35%	-15	3%	18%	?
49. O=C(NCC(c1ccco1)N1CCCC1)c1cccc(S(=O)(=O)N2CCOCC2)c1 (stereo not drawn)
    19	14%	-4%	14%	-2%	5	1%	-6%	-20%

This is a random part of the collection; overall some 11% were active at least once.
